Screening data as filed in PubChem BioAssay.
FEN1 inhibitor: blocks human flap endonuclease 1; P39748; Recombinant FEN1 flap cleavage, fluorescence, 15 min; Potency, µM (top dose mostly 114 µM), for inactives: at the top dose activity change, negative = inhibition, most hits filed as inhibitors; actives 0.35% (n = 390,000); also: nearly all actives have a fitted effect of over 65% in size
Target sequence (P39748 whole entry, looked up): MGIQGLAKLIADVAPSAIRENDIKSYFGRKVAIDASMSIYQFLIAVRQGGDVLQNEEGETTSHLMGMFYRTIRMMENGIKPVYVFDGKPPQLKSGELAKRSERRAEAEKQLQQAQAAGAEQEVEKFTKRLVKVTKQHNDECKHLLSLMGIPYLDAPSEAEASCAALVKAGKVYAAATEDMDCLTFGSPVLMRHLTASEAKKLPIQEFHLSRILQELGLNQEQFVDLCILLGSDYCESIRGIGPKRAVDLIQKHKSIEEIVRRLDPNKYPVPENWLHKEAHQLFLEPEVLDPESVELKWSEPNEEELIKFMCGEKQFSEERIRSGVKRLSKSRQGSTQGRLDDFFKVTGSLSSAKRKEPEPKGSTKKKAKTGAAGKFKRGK
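Concentration–response screening of FEN1 (10 nM): 15 min compound preincubation at room temperature, reaction started with 50 nM substrate and read at 0 and 15 min. Corrected, normalized data were fitted by a four-parameter Hill equation.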
N370S GC: N370S glucocerebrosidase modulation, Gaucher chaperone candidate. P04062. Potency, µM (titrated, usually from 59.4 µM), without a hit: top-dose activity change, negative = inhibition, usual class: inhibitors. N370S GC spleen homogenate, 4MU-glucoside fluorescence. actives 0.092% (n = 330,000);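 also: 0% = full enzyme activity and -100% = no enzyme basal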
TDP1 inh: blocks human tyrosyl-DNA phosphodiesterase 1; Q9NUW8; recombinant TDP1, AlphaScreen DNA substrate cleavage; Potency, µM (titrated, usually from 130 µM), for inactives: top-dose activity change, negative = inhibition, usual class: inhibitors; actives 0.28% (n = 350,000); also: nearly all actives have a fitted effect of over 40% in size
Target sequence (Q9NUW8 whole entry, looked up): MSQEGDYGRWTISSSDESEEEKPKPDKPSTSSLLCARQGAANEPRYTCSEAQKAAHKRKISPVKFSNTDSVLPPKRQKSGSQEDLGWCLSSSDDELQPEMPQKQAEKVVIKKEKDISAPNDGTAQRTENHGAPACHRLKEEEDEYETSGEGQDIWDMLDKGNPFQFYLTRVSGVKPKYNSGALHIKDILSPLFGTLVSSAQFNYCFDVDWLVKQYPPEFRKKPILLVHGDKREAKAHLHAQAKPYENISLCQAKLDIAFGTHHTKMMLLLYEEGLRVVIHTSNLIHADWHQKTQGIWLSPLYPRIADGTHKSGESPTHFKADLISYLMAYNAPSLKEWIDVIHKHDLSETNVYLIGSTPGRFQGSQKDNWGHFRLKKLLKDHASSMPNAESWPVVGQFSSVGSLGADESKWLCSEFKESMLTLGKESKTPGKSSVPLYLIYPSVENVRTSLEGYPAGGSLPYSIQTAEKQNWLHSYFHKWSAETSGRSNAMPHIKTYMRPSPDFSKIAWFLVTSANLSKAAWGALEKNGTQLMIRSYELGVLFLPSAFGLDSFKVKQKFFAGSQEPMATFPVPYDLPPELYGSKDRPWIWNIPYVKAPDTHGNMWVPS
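E. coli-derived human Tdp1, 1 nM final. Cpd preinc 15 min RT; substrate 15 nM final, 5 min RT; AS bead mix 10 ug/ml final, 10 min RT. Signal loss = tyrosine-FITC cleavage. No-enzyme wells = max signal.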
Active calls of the source: *; ? = inconclusive; . = not tested or not shown; & = joins results of further samples; [ ] = dose if it differs, or a comment. Calls follow the shape of the dose curve; as a rule, active = well fitted curve in the direction sought with a large enough effect; inconclusive = small, poorly fitted or top-dose-only effect, or another doubt; inactive = no such curve, though single readings can be large; an effect the other way counts as inactive or inconclusive. Unless noted, % is scaled to controls: 0 for no effect and ±100 for the full control effect; potency is read from the fitted curve at half-maximal effect.

Molecule | FEN1 inhibitor | N370S GC | TDP1 inh
CCCn1c(N)c(C(=O)CN(C)CC(=O)Nc2c(C)cc(C)cc2C)c(=O)[nH]c1=O | -1.3% | 3.7% | 9.6%
CCOC(=O)CSc1nc2cc3c(cc2cc1C)OCO3 | -2.2%&-2.4% | -11.4% | ?
COc1ccc(CCNC(=O)CCC(=O)Nc2ccc3nc(N4CCN(C)CC4)cc(C)c3c2)cc1OC | 11.5% | 13.3% | -2.6%
COc1cc(SC)ccc1C(=O)Nc1ncc(C)s1 | -14.6% | -4.8% | 2.6%
CC(C)[C@@H](CC(=O)N[C@@H]1CCCC[C@H]1C(=O)N[C@H](CC(=O)N[C@@H](CCC(=O)O)CC(=O)O)Cc1ccccc1)NC(=O)C[C@H](Cc1c[nH]c2ccccc12)NC(=O)[C@@H]1CNCC[C@H]1N | . | 1.3% | 0.0%
O=C(c1cccc(S(=O)(=O)NCc2ccc3c(c2)OCO3)c1)N1CCCC1 | 5.3% | . | 0.4%
O=C(NN1C(=O)c2ccccc2NC1c1ccccn1)c1ccc(Br)cc1 (stereo not drawn) | -0.2% | 2.4% | 2.9%
COc1ccc(C(O)C(CN2CCOCC2)c2ccccc2)cc1F (stereo not drawn) | -9.6% | -0.5% | 5.6%
CCOc1ccc(CNC(=O)CCS(=O)(=O)Cc2cccc(Cl)c2)cc1OC | -3.7% | 7.8% | 0.0%
O=C(NCCN1CCCC1)c1ccc(Cl)cc1 | -14.0% | -6.5% | 0.0%
Cc1cc(NCCCN2CCOCC2)n2ncc(-c3ccc(Cl)cc3)c2n1 | -27.3% | -8.5% | 1.9%
COc1ccc(C(=O)Nc2cc(=O)n(C)c(=O)n2C)cc1 | -4.5% | 5.0% | 3.5%
CC(OC(=O)c1cccc(-n2cnnn2)c1)C(=O)Nc1cccc(Cl)c1 (stereo not drawn) | -1.3% | 6.1% | 4.5%
CCN(C[C@H]1N[C@@](CC)(C(=O)OC)[C@H]2C(=O)N(Cc3ccccc3)C(=O)[C@@H]12)S(=O)(=O)c1ccc(OC(F)(F)F)cc1 | 3.9% | . | -0.6%
CCOc1ccccc1N1CCN(C(=O)[C@@H]2CCCN2C2=NS(=O)(=O)c3ccccc32)CC1 | 21.6% | . | -0.2%
CCOC(=O)N1CCN(C(=O)c2ccc(S(=O)(=O)NCc3ccco3)cc2)CC1 | -1.6% | 0.4% | .
COC(=O)c1ccc(-c2noc(CN(C)CCC3CCCCO3)n2)cc1 (stereo not drawn) | -8.8% | -18.6% | 2.8%
CCOC(=O)c1c(C)oc2nc(C)nc(NCCc3ccc(C)cc3)c12 | -6.5% | . | -1.1%
Cc1ccc(C(=O)OCC(=O)NCc2cccs2)cc1 | -14.3% | 3.3% | 2.6%
COc1ccc(S(=O)(=O)NC2CCSc3ccccc32)cc1NC(C)=O (stereo not drawn) | 0.4% | -2.9% | .
O=C(CSc1ccc(-c2ccco2)nn1)NCc1ccc(Cl)cc1 | -7.4% | 11.5% | 0.6%
Cn1c(SCC(=O)NCc2ccc3c(c2)OCO3)ncc(C(=O)Nc2ccc(F)cc2)c1=O | 4.4% | -15.2% | -4.4%
CCOc1ccccc1-n1nnnc1SC(C)C(=O)OC (stereo not drawn) | -8.6% | -1.3% | 6.9%
CCCCOCCCNC1=NCCCCC1 | -3.9% | -0.2% | 5.3%
COc1ccc(CNC(=O)C(C)N2C(=O)NC(c3ccccc3)(c3ccccc3)C2=O)cc1 (stereo not drawn) | 8.0% | . | 1.1%[56.1 µM]
Cc1ccc(Cl)cc1NC(=O)Cn1c(=O)n(CCCS(=O)(=O)C2CCCCC2)c(=O)c2ccccc21 | -9.5% | . | 2.5%
CSc1nc(Sc2cccc(Cl)c2)c2ccccc2n1 | -2.0% | 8.3% | -5.9%
CCC1=NN(C(=O)CCc2ccc3c(c2)OCO3)C(O)(C(F)(F)F)C1 (stereo not drawn) | 5.1% | -3.2% | 2.4%
CC1CCC(NC(=O)Cn2cnc3sccc3c2=O)CC1 (stereo not drawn) | -5.9% | . | 0.6%
O=C(Nc1ccccc1C(=O)NCc1ccccc1)c1ccccc1Br | 2.2% | 6.8% | -3.0%
CCOCCCNC(=S)Nc1ccc(Br)cc1Cl | 0.3% | 5.9% | 5.5%
Cc1cc(=O)oc2cc(OCc3ccc(C(=O)OCC(=O)Nc4ccc(N(C)C)cc4)cc3)ccc12 | -13.1% | 17.2% | -13.5%
Cc1cc(OC(C)C(=O)NCCc2c[nH]c3ccccc23)c2c(C)cc(=O)oc2c1 (stereo not drawn) | -2.4% | -0.3% | .
COc1ccccc1NC(=O)C/C(C)=N/NC(=O)C12CC3CC(CC(C3)C1)C2 | 0.8% | 11.6% | 8.1%
Nc1nc(-c2cccs2)c(-c2cccs2)s1 | -1.7% | -2.3% | .
CCN(CC)C(=O)[C@H]1CC(CC(=O)NCc2ccc(OC)c(OC)c2)C(=O)N2CCc3c([nH]c4ccc(OC)cc34)[C@]12C (stereo partly drawn) | -8.5% | . | 0.3%[56.1 µM]
CC(=O)Nc1ccc(/C(C)=N/Nc2nc(N3CCOCC3)nc(N3CCOCC3)n2)cc1 | -5.2% | 5.2% | 3.5%
OCC1CCCCN1CC(O)COC(c1ccc(F)cc1)c1ccc(F)cc1 (stereo not drawn) | 5.2% | -6.6% | .
O=C(Nc1ccccc1)c1ccc2snnc2c1 | -0.3% | -14.9% | 0.0%
CC12CCC(C(=O)N(c3cccc(Cl)c3)C1=O)C2(C)C (stereo not drawn) | 9.9% | 0.9% | 0.0%
Cc1nnc(NC(=O)CSc2ncn(-c3ccccc3)n2)s1 | 5.3% | 7.1% | 5.3%
CCOC(=O)c1ccc(S(=O)(=O)N2CCN(C)CC2)cc1 | -0.4% | 10.7% | -2.0%
COc1ccc(N2C(=O)c3ccc(C(=O)Nc4ccccc4O)cc3C2=O)cc1 | 4.5% | 2.3% | .
CCN1CCN(c2nc(-c3ccc(F)cc3)cc(=O)[nH]2)CC1 | -12.2% | -0.4% | .
CS(=O)(=O)c1ccc(Cl)c(C(=O)NCC2CCCCC2)c1 | -6.3% | ? | .
Cc1ccsc1CN(C(=O)c1oc2ccccc2c1C)C1CCS(=O)(=O)C1 (stereo not drawn) | 8.3% | . | 4.9%
COc1ccc(-n2c(C)cc(C(=O)Cn3nnc4ccccc4c3=O)c2C)cc1 | 8.0% | 8.5% | 8.4%
COc1ccc(Cl)cc1NS(=O)(=O)c1cccc(C(=O)NCC(c2ccco2)N2CCCC2)c1 (stereo not drawn) | 0.3% | ? | 2.7%
O=C(NCC(=O)N(CC1CCCO1)C(C(=O)NC1CCCCC1)c1ccccc1)c1ccco1 (stereo not drawn) | 0.8% | 0.6% | -7.6%
Cc1ccc(NC(=O)C2=C(O)c3sccc3N(C)S2(=O)=O)cc1 | 0.0% | 5.7% | 9.5%
O=C(NCc1cc2ccccc2[nH]1)c1ccccc1F | -8.0% | -11.2% | .
O=C1CSC(c2cccnc2)N1c1cccc(Cl)c1 (stereo not drawn) | 1.0% | -5.9% | 1.2%
COc1cc(OC)cc(-n2c(=O)c3ccccc3n(CC(=O)NCCc3ccc(OC)c(OC)c3)c2=O)c1 | -2.3% | . | 5.9%
O=C(COC(=O)c1cc2ccccc2oc1=O)Nc1cccc(S(=O)(=O)N2CCCCCC2)c1 | -3.2% | -0.6% | -2.7%
COc1ccccc1C(=O)NC1CCN(C(=O)Nc2ccc(C)cc2)CC1 | 12.2% | -4.9% | 9.4%
COc1cccc(/C=N/n2cnc3ccccc32)c1OC | 2.3% | 13.0% | -3.4%
CCCN1C(=O)C(O)(CC(=O)c2ccc3c(c2)OCCO3)c2ccccc21 (stereo not drawn) | -2.3% | 0.6% | 1.0%
COc1cccc(N2CCN(c3ccc(N4C(=O)CCC4=O)cc3[N+](=O)[O-])CC2)c1 | -8.2% | -24.9% | 5.3%
Cc1noc(C)c1C(=O)OC(C(=O)NC1CCCC1)c1ccc(F)cc1 (stereo not drawn) | 0.2% | 1.8% | -1.0%
COCCN1C(=O)N[C@@H](CCc2ccccc2)C(C(=O)OC)=C1C | . | 17.1% | 8.7%

Next records follow.
Structure | FEN1 inhibitor | N370S GC | TDP1 inh
CN(c1ccccc1)S(=O)(=O)c1cccc(C(=O)OCC(=O)NCc2ccccc2)c1 | -4.4% | . | -2.7%
CCOc1ccc(C2/C(=C(\O)c3ccc4c(c3)OCCO4)C(=O)C(=O)N2CCN2CCOCC2)cc1OCC (stereo not drawn) | -2.7% | -0.2% | 3.6%
CCOC(=O)C1=C(O)/C(=C\c2cccs2)N=C1C | 3.1% | -7.2% | -1.1%
CC(=O)C(C)Oc1ccc2c3c(c(=O)oc2c1)CCCC3 (stereo not drawn) | -2.1% | 11.6% | 0.0%
COc1ccc(/C=C/C(=O)OCC(=O)NCc2ccccc2Cl)cc1OC | -4.0% | . | 0.6%
CCc1ccc(CN(Cc2ccco2)C(=O)c2cc(-c3ccc(Cl)cc3)on2)cc1 | -7.1% | . | 5.7%
Cc1ccc(-n2nnnc2SCC(=O)c2c(N)n(C3CC3)c(=O)[nH]c2=O)cc1 | -16.9% | . | -4.2%
C[C@@H]1CC=C[C@H]2[C@H]1C(=O)N(Cc1ccccc1)[C@H]2c1ccc(-c2cc3ccccc3s2)cc1F | -2.4% | 14.8% | -2.4%
COC(=O)c1c(C)nc(C)c(C(=O)OC)c1-c1ccsc1 | -1.3% | -19.4% | 0.0%
C=CCNc1nc(Cl)nc(NC2CCCCC2)n1 | -7.7% | -7.2% | .
CC(C)N(Cc1nc(-c2ccc(Cl)cc2)no1)C(=O)C(c1ccccc1)c1ccccc1 | -18.1% | . | 3.9%
CCOC(=O)C(c1ccccc1)N1CCN(c2ccc(OC)cc2)CC1 (stereo not drawn) | -11.6% | -2.4% | 11.0%
CCn1cc(S(=O)(=O)c2ccccc2)c(=O)c2cc(F)c(N3CCCCCC3)cc21 | -15.9% | . | -5.0%
CC1CCN(C(=O)c2cnn(-c3ccc(Cl)cc3)c2C2CCN(C(=O)OC(C)(C)C)CC2)CC1 | -2.7% | . | -8.5%
Cc1ccc(-c2csc3nc[nH]c(=O)c23)c(C)c1 | 0.5% | -3.2% | .
CC(=O)C1=C(O)C(=O)N(c2ccc(S(=O)(=O)Nc3nccs3)cc2)C1c1ccc([N+](=O)[O-])cc1 (stereo not drawn) | 14.8% | -3.1% | 0.0%
O=C(Nc1cccnc1Cl)c1cccnc1Cl | 4.2% | 9.0% | 0.0%
COC(C(=O)Nc1ccc(S(=O)(=O)Nc2ccc(C)c(C)c2)cc1)c1ccccc1 (stereo not drawn) | -17.0% | -11.7% | 2.3%
O=C(O)Cn1cc(/C=C/[N+](=O)[O-])c2ccccc21 | 4.3% | 16.7% | -3.5%
Cc1sc2ncnc(N3CCC(C(=O)NNC(=O)c4ccccc4Cl)CC3)c2c1C | 2.0% | -12.1% | 6.0%
Cc1ccnc(N2C(=O)c3ccccc3C2Nc2ccccc2Cl)c1 (stereo not drawn) | 7.7% | 5.8% | -2.6%
CC1Cc2nc(SCC(=O)Nc3ccc4c(c3)OCO4)n(CCc3ccccc3)c(=O)c2S1 (stereo not drawn) | -4.3% | 6.4% | 0.0%
CC(NC(=O)c1ccc(N2CCCC2)c([N+](=O)[O-])c1)c1ccc(S(N)(=O)=O)cc1 (stereo not drawn) | -14.7% | ? | 6.3%
COc1cc2c(cc1OC)-c1cc(Nc3cccc(F)c3)nc(=O)n1CC2 | -2.0% | ? | .
CC(NC(=O)Cc1ccc(F)cc1)c1ccccc1 (stereo not drawn) | -2.6% | -11.3% | -3.9%
O=C(CC12CC3CC(CC(C3)C1)C2)NC(=S)NCc1ccco1 | -23.3% | -6.8% | -5.1%
COc1nc(C)ccc1-c1noc(-c2ccncc2)n1 | -10.9% | 4.0% | 4.9%

Compound profiles (already shown).
`CC1Cc2nc(SCC(=O)Nc3ccc4c(c3)OCO4)n(CCc3ccccc3)c(=O)c2S1` (stereo not drawn) is entered as FEN1 inhibitor = -4.3%; N370S GC = 6.4%; TDP1 inh = 0.0%
`O=C(O)Cn1cc(/C=C/[N+](=O)[O-])c2ccccc21` is entered as FEN1 inhibitor = 4.3%; N370S GC = 16.7%; TDP1 inh = -3.5%
`Cc1sc2ncnc(N3CCC(C(=O)NNC(=O)c4ccccc4Cl)CC3)c2c1C` is entered as FEN1 inhibitor = 2.0%; N370S GC = -12.1%; TDP1 inh = 6.0%

Entries from the list above containing a COOH group (2):
Structure | FEN1 inhibitor | N370S GC | TDP1 inh
CC(C)[C@@H](CC(=O)N[C@@H]1CCCC[C@H]1C(=O)N[C@H](CC(=O)N[C@@H](CCC(=O)O)CC(=O)O)Cc1ccccc1)NC(=O)C[C@H](Cc1c[nH]c2ccccc12)NC(=O)[C@@H]1CNCC[C@H]1N | . | 1.3% | 0.0%
O=C(O)Cn1cc(/C=C/[N+](=O)[O-])c2ccccc21 | 4.3% | 16.7% | -3.5%
